# Screens from PubChem BioAssay.
# tim23-1 inh – growth inhibitors of tim23-1 mutant yeast, primary screen, luminescence, uHTS; inhibition, % at 20 µM; S. cerevisiae tim23-1 growth, BacTiter-Glo luminescence, 24 h; AID 463212, 2010; actives 1.3% (n = 330,000);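 active = growth inhibition of the mutant yeast at or above 50%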;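 also: temperature-sensitive mutant grown at 25 °C; plate controls were DMSO-treated mutant yeast for no effect and medium wells lacking yeast for full effect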
# UPR CHOP act – activators of apoptotic CHOP UPR arm, primary screen, cell-based, CHO-CHOP luciferase reporter, luminescence, uHTS. UPR activation; percent of tunicamycin response over DMSO baseline. AID 449763, 2010. actives 0.34% (n = 330,000). activation, % at 10 µM;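 active = at 10 µM dose, activation of 40% or more, normalized to positive control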;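 also: 100% = tunicamycin at 10 µg/mL and 0% = DMSO alone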
#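 Evaluation: % reporter activation, DMSO baseline versus tunicamycin full activation; System: CHO-CHOP luciferase reporter cell line; Input: 500 cells/well; Incubation: 6 h compound treatment, 37 °C; Measured by: Steady-Glo luciferase luminescence; Dosing: one dose, 10 µM in 0.5% DMSO; Buffer or medium: F12 medium, 10% FBS; Benchmarks: positive tunicamycin 10 µg/mL, negative DMSO alone.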
# Jurkat NFkB inh – inhibitors of induced NF-kB luciferase reporter, primary screen, TCR NF-kB activation inhibitor project, cell-based, luminescence, uHTS | inhibition, % at 4 µM | actives 0.53% (n = 330,000) | Jurkat, PMA/ionomycin-induced NF-kB luciferase reporter; in the data active = inhibition above about 50%
# Mdm2 MdmX PPI – inhibitors of human Mdm2-MdmX association, primary screen, cell-based, luminescence, split luciferase, SaOS-2, uHTS; Protein Mdm4 (Homo sapiens) + E3 ubiquitin-protein ligase Mdm2 (Homo sapiens), …; SaOS-2 split-luciferase Mdm2/MdmX complementation; inhibition, % at 8 µM; actives 3% (n = 330,000);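 active = inhibition of at least 50% at 8 µM in the primary screen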
# Target sequence (O15151 whole entry, looked up): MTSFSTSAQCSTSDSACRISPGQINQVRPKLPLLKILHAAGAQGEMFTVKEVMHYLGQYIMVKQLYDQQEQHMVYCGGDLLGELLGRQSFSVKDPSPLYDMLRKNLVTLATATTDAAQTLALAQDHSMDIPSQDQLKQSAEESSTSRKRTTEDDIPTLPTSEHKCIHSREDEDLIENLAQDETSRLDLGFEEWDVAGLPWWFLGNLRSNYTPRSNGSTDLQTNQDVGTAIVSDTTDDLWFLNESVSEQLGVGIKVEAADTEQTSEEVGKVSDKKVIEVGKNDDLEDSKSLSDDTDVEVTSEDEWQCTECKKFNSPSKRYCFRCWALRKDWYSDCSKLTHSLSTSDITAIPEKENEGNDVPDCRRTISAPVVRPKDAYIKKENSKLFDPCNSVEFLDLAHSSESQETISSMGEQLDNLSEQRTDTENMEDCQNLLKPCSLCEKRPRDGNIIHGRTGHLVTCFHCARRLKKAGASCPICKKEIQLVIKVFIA
# Target sequence (Q00987 whole entry, looked up): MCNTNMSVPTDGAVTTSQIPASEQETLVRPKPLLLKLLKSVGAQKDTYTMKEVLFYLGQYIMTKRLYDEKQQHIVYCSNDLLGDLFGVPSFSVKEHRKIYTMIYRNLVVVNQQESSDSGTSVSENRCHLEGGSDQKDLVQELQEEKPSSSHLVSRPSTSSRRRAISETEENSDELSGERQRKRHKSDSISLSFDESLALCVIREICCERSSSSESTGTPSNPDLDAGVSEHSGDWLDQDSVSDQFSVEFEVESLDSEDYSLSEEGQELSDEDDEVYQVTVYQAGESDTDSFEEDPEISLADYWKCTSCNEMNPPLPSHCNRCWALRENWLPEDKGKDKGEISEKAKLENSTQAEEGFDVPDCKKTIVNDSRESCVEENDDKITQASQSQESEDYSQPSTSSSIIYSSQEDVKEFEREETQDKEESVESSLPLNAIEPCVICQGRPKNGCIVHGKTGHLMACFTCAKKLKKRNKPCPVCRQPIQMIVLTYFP
# tim10-1 inh – growth inhibitors of tim10-1 mutant yeast, primary screen, luminescence, uHTS. S. cerevisiae tim10-1 ts strain growth, BacTiter-Glo, 24 h. inhibition, % at 20 µM. actives 2.2% (n = 330,000). AID 463190, 2010;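 active = inhibition of at least 40%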;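 also: mutant grown at 25 °C; 0% = DMSO wells with yeast and 100% = wells holding no yeast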
# 697 NFkB inh – inhibitors of PMA/ionomycin-induced NF-kB reporter, 697 cells, primary screen, B-cell NF-kB inhibitor project, cell-based, luminescence, uHTS; 697 B-cell NF-kB luciferase reporter, 16 h; inhibition, % at 4 µM; actives 0.33% (n = 330,000); AID 435022, 2010; in the data active = inhibition above about 35%
# UPR XBP1 act – activators of adaptive XBP1 UPR arm, primary screen, cell-based, CHO-XBP1 luciferase reporter, luminescence, uHTS. IRE1-XBP1 UPR activation; percent of tunicamycin response, DMSO as zero. activation, % at 20 µM. actives 0.33% (n = 330,000). AID 463104, 2010;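 active = versus positive control, 20 µM dose yields 30% or more activation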;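 also: 100% = tunicamycin at 10 µg/mL and 0% = DMSO only wells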
#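 incubation = overnight seeding at 37 °C, 6 h compound treatment at 37 °C | assay system = CHO-XBP1 cells stably carrying IRE1-XBP1-driven luciferase reporter | input = 1000 cells per well | detection = luciferase luminescence | dosing = single point, 20 µM final compound, 1% DMSO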
# TIM10 inh – growth inhibitors of isogenic TIM10 control yeast, primary screen, counter-screen for tim10-1 yeast inhibitor project, luminescence, uHTS | inhibition, % at 10 µM | actives 1.4% (n = 330,000) | AID 463195, 2010 | S. cerevisiae TIM10 strain growth, BacTiter-Glo luminescence, 24 h;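 active = inhibition of 40% or more at the single tested concentration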;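 also: wild-type TIM10 isogenic control strain grown at permissive 25 °C; 0% = DMSO yeast wells and 100% = minimal medium wells without yeast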
# The depositor's hits bear a star.
SMILES	tim23-1 inh	UPR CHOP act	Jurkat NFkB inh	Mdm2 MdmX PPI	tim10-1 inh	697 NFkB inh	UPR XBP1 act	TIM10 inh
O=C(O)c1ccc(N2C(=O)/C(=C/c3ccc(-c4ccc([N+](=O)[O-])cc4)o3)C=C2c2ccccc2)cc1	32	44*	-3	15	33	-4	57*	40
COc1ccc(N(CC(=O)N2CCc3ccccc32)S(=O)(=O)c2c(C)noc2C)cc1	29	-0.2	-14	17	27	8	0	24
NC(=O)c1ccsc1NC(=O)COC(=O)c1cccnc1Cl	13	3.9	-5	2	3	-2	7	-3
COc1cccc(CC(=O)NCCCSc2ccccc2)c1	13	0.4	-1	8	-1	7	-3	-3
COc1ccccc1NC(=O)CN1CC(=O)Nc2ccccc21	11	0.3	-1	-1	2	13	2	6
Cc1cc(C)c(S(=O)(=O)Nc2cccc(C(=O)O)c2)cc1S(=O)(=O)Nc1cccc(C(=O)O)c1	16	-0.1	-2	22	10	11	2	-8
Cc1ccn2c(C(=O)N/N=C\c3ccc4c(c3)OCO4)c(C)nc2c1	19	1.1	3	9	13	18	-2	18
O=C(Cc1ccccc1F)NCC1(N2CCOCC2)CCCCC1	8	1.0	0	19	13	-5	0	-12
Cc1noc(C)c1S(=O)(=O)N(CC(=O)Nc1ccc2c(c1)OCCO2)c1ccc(C(C)C)cc1	22	3.6	6	44	5	-12	0	4
COc1cc(C=O)ccc1OCCCOc1ccccc1C(=O)O	-11	-5.1	-6	-26	-10	-158	-8	-7
O=C1CC(C(=O)Nc2cc(Cl)ccc2Cl)n2ncnc2N1 (stereo not drawn)	5	-0.2	1	30	3	4	-2	-7
Cc1ccc(C)c(NC(=O)CCC(=O)NNC(=S)Nc2ccccc2)c1	7	-1.7	-4	19	8	17	2	-8
O=C(Nc1ccncc1)c1ccc(F)cc1	5	0.8	-3	0	6	8	-2	-8
COc1cc(Br)c(C2CC(=O)Nc3cc(OC)c(OC)cc32)cc1OC (stereo not drawn)	19	2.4	3	40	13	7	-2	5
O=C(O)c1cccc(NC(=O)c2ccc(S(=O)(=O)c3ccccc3)cc2)c1	-1	-0.5	1	6	12	2	-4	6
O=C(NCCc1ccccn1)C1CCCN1S(=O)(=O)c1ccc(Cl)cc1 (stereo not drawn)	8	-1.7	-11	-16	7	20	3	-6
O=C(N/N=C/c1cccnc1)c1cc2c(ccc3ccccc32)o1	25	-1.1	-7	10	-8	-5	0	35
CCOC(=O)Cc1csc(NC(=O)c2ccc(S(=O)(=O)N(CCOC)CCOC)cc2)n1	18	-1.4	-5	-1	10	-22	-2	-4
O=C(NCCSCc1ccco1)Nc1ccc(Cl)cc1	16	1.7	-60	-17	15	-43	1	0
CCOC(=O)CC(NC(=O)c1cc2cc(Cl)cc(Cl)c2oc1=O)c1cccc([N+](=O)[O-])c1 (stereo not drawn)	36	1.2	-5	-30	34	-7	-4	25
Cc1ccc(CS(=O)(=O)c2ncc(Cl)c(C(=O)Nc3nnc(C(C)C)s3)n2)cc1	18	92*	22	96*	25	-50	-7	6
O=C(NCc1ccco1)c1cccc(NC(=O)c2ccccc2)c1	-8	-1.2	-10	1	4	-2	-1	-8
COc1ccc(/C=N/NC(=O)CCc2ccccc2)cc1O	9	3.3	17	17	14	3	0	4
CCOC(=O)Cc1csc(NC(=O)CCCN2C(=O)c3ccccc3C2=O)n1	-3	0.7	1	12	7	14	-2	-9
CCn1c(=S)[nH]c2nc3c(cc2c1=O)CCCC3	20	0.5	-18	-12	2	-24	4	2

# The final 2 records of the part above lead into the next:
SMILES	tim23-1 inh	UPR CHOP act	Jurkat NFkB inh	Mdm2 MdmX PPI	tim10-1 inh	697 NFkB inh	UPR XBP1 act	TIM10 inh
CCOC(=O)Cc1csc(NC(=O)CCCN2C(=O)c3ccccc3C2=O)n1	-3	0.7	1	12	7	14	-2	-9
CCn1c(=S)[nH]c2nc3c(cc2c1=O)CCCC3	20	0.5	-18	-12	2	-24	4	2
COc1cc(OC)c(-c2nc(-c3ccncc3)no2)cc1OC	13	0.1	9	11	6	25	-2	4
Cc1cnc(NC(=O)CSc2nnc(COc3ccccc3)o2)s1	-3	0.4	-7	23	-8	8	6	-15
CC(OC(=O)C1CC(=O)N(Cc2ccco2)C1)C(=O)Nc1cccc(C#N)c1 (stereo not drawn)	8	1.0	0	-7	6	17	-3	0
C=CC[C@H](CC(=O)OC(C)(C)C)C(=O)OC[C@@H]1CCCN1C(=O)[C@H](CC=C)CC(=O)N[C@H](CO)Cc1ccccc1	14	1.5	-3	-16	13	-24	0	11
Cc1ccccc1CN1CCN(CC(=O)NCc2ccc3c(c2)OCO3)C1=O	14	1.6	1	9	14	9	-2	-10
CCOc1ccc(C(=O)NCC(=O)OCCCC(=O)c2ccc(F)cc2)cc1OCC	27	0.5	-5	16	13	-2	-3	8
COc1ccc(S(=O)(=O)N(CC(C)C)C2CCS(=O)(=O)C2)cc1OC (stereo not drawn)	-7	-1.6	-2	8	-4	-3	0	4
Cc1nn(-c2ccccc2)c(C)c1CNC(=O)c1ccc(S(=O)(=O)NCc2ccco2)cc1	11	2.9	13	2	8	7	-5	-1
COc1cc(F)cc(-c2ccc3c(c2)c(-c2cccs2)c(-c2cc(OC)cc(OC)c2)n3C)c1	17	-1.1	47	54*	19	6	6	2
Cc1cccc(C(=O)N[C@H](C(=O)OCc2cc(=O)n3c(n2)sc2ccccc23)C(C)C)c1	0	0.1	13	5	-10	10	-5	-2
CC(=O)Nc1ccc2nc(NC(=O)COc3ccccc3Cl)sc2c1	-2	5.1	-10	-7	2	-17	3	15
Cn1c(NCc2c[nH]c3ccccc23)nc2ccccc21	19	5.1	-101	-162	2	-112	-1	-11
CC(C)(CNC(=O)C1CCN(S(=O)(=O)c2cc([N+](=O)[O-])ccc2Cl)CC1)N1CCOCC1	-18	-0.4	1	13	6	10	-2	9
Cc1cc(Br)cc(Br)c1OCC(=O)NNC(=O)c1ccoc1C	10	0.0	-12	16	1	-17	-1	-5
CCOc1ccccc1NC(=O)N1CCCC1C(=O)Nc1ccc(-n2cnnn2)c(C)c1 (stereo not drawn)	13	0.1	-5	1	6	-27	0	7
Cc1ccc(CCCOC(=O)CN2CCCCC2)cc1	-4	-0.8	7	26	-11	3	-1	-8
O=C(NCC1CCCCC1)c1cc(S(=O)(=O)N2CCCCC2)ccc1Cl	25	1.4	5	-11	9	0	-2	13
CC(C)Sc1nnc(NC(=O)c2ccc3c(c2)OCO3)s1	-8	5.9	-55	-90	-6	-144	0	8
CCOC(=O)c1[nH]c2ccc(OC)cc2c1NC(=O)CCN1CCC(C)CC1	14	-2.0	3	-16	6	-1	-2	1
CCCN1CCC(NC(=O)Nc2ccc(OC)c(OC)c2)CC1	5	-2.7	-16	31	5	3	-1	6
COc1ccc(N(C)S(=O)(=O)c2cccc(C(=O)NCC(c3cccs3)N(C)C)c2)cc1 (stereo not drawn)	9	0.9	-11	24	18	16	-3	10
O=C(CN1C(=O)CNC1=O)Nc1ccc(Cl)cc1	7	0.9	11	-3	7	-2	1	-1
CCOC(=O)c1c(S(=O)(=O)NCC(=O)Nc2cccc(C)n2)c(C)n(C)c1C	15	0.1	-10	15	17	5	-2	-6
CC(=O)NC(=S)NNC(=O)COc1ccc([N+](=O)[O-])cc1	-10	-2.1	-19	-2	8	-5	-2	-11
CCN(CC)C(=O)Cc1c(OC)ccc2cc(Br)ccc12	33	-3.1	1	20	6	4	-2	20

# Additional compounds
SMILES	tim23-1 inh	UPR CHOP act	Jurkat NFkB inh	Mdm2 MdmX PPI	tim10-1 inh	697 NFkB inh	UPR XBP1 act	TIM10 inh
N=c1n(CCN2CCCCC2)c2ccccc2n1CC(=O)c1cccc([N+](=O)[O-])c1	12	0.4	10	73*	1	-5	4	3
COc1ccc(C)cc1NC(=O)C(OC(=O)CNC(=O)c1ccc(Oc2ccccc2)cc1)c1ccccc1 (stereo not drawn)	25	-1.5	-31	-15	16	-33	1	30
O=C(CN1CCN(c2ccccn2)CC1)Nc1ccc(Cl)c(C(F)(F)F)c1	34	-0.5	13	24	37	1	-5	3
Cc1noc(C)c1CSc1ncnc2sc(C)c(C)c12	13	-0.5	8	41	4	1	2	1
NS(=O)(=O)c1ccc(N/C=C\C(=O)c2ccc(F)cc2)cc1	12	6.9	-125	-60	7	-80	-2	0
Cc1cc2c3c([nH]c2cc1S(=O)(=O)N1CCC2(CC1)OCCO2)CC(C)(C)CC3=O	-2	-1.7	0	26	9	-16	-2	3
COc1ccccc1C(c1nnnn1C(C)(C)C)N1CCCCCC1 (stereo not drawn)	32	-0.7	19	7	30	4	-1	32
Cn1ncc(Br)c1C(=O)NC(=S)N1CCN(c2ccccn2)CC1	9	-1.5	-21	-11	11	-21	1	0
COc1ccccc1N(C)S(=O)(=O)c1ccc(C(=O)OCC(=O)Nc2ccccc2F)cc1	12	-1.7	4	-20	-1	0	-2	-16
O=C(COCc1cc(-c2ccc3c(c2)OCO3)on1)N1CCN(c2ccc(F)cc2)CC1	10	-0.7	8	0	21	-3	0	12
Cc1cc(N/N=C/c2ccc(O)cc2)c2cccc(C)c2n1	-22	2.2	-6	66*	-10	-56	-4	33
NNC(=O)c1sc2cc(C(F)(F)F)cnc2c1-c1cccnc1	12	0.7	-16	5	11	-32	0	6
Cc1ccc(CN2C(=O)N/C(=C/c3cc(C)n(-c4ccccn4)c3C)C2=O)cc1	20	6.1	-13	-19	34	-50	1	12
O=C1N(CN2CCC3(CC2)OCCO3)c2ccccc2C12OCCCO2	10	-0.5	-4	0	4	7	2	4
CC(C)(C)OC(=O)NCCCC[C@H](NC(=O)c1[nH]cnc1C(=O)N[C@@H](Cc1ccccc1)C(=O)OCc1ccccc1)C(=O)OC(C)(C)C	3	1.9	6	11	9	17	-4	4
CCc1ccc(-c2cc(C)no2)cc1S(=O)(=O)NCc1ccc(OC)c(OC)c1	15	3.7	19	-15	22	-7	-3	6
COc1ccc(OCCSc2ncccn2)cc1	21	1.8	-103	-68	13	-144	2	5
O=S(=O)(Nc1ccc2c(c1)OCCO2)c1cccs1	13	-5.8	14	44	3	-30	-6	-5
CCCCC(=O)NC1(C(F)(F)F)C(=O)N(Cc2ccco2)C(C)=C1C(=O)OC (stereo not drawn)	21	-0.8	8	17	9	6	0	9
O=C(NCc1ccccc1CN1CCCC1)C1CCN(C(=O)c2ccc(F)cc2)CC1	11	-0.2	-13	-3	3	-3	0	6
CCCCNc1nnc(CCn2nc(C)c(Br)c2C)s1	2	-2.6	11	21	15	-14	-1	4
Cc1cc(NC(=O)CCC2COc3ccccc3O2)no1 (stereo not drawn)	-12	2.7	-15	8	2	12	-2	-14
O=[N+]([O-])c1c(NCc2ccco2)ccc2nonc12	11	0.9	-3	-9	-5	17	-3	4
Cc1ccc(CSc2nc3ccccc3cc2C=O)cc1	69*	2.0	44	64*	48*	19	27	25
